beta cell repl – MIN6 beta-cell proliferation induction; MIN6 cells proliferation, ATPlite luminescence, 48 h; cells starved in 0.2% serum; 100% = growth in 10% serum; proliferation, % at 10 µM; 0.29% of 330,000 active;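 active = compounds whose signal lies at least 3.5 SD above the mean of all wells on their plate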;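 also: 0% = DMSO-treated cells in low-serum medium and 100% = 10% serum control; some compounds called inactive have numbers as strong as hits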
MPTP inh – inhibitors of mitochondrial permeability transition pore. 1.4% of 360,000 active. isolated mouse mitochondria, Ca2+ swelling absorbance, 30 min. inhibition, % at 10 µM;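 active = inhibition of 50% or more, scaled per plate between neutral and stimulator controls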;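 also: 0% = DMSO wells given calcium and 100% = 1 mM EGTA wells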
mIAP activ – mouse IAP activation; muIAP, CDP-Star luminescence, 30 min; hits give high values; 1 = vehicle-only enzyme signal, 0 = enzyme-free wells; activation factor at 10 µM; 0.24% of 330,000 active; AID 2805;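 active = activation factor of at least 2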; also: the source names both 10 and 20 µM as test concentration; values of inactives mirror those of a sister screen read the other way
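also added = chemiluminescent substrate CDP-Star | test system = mouse IAP enzyme | signal = chemiluminescence readout | compound = DMSO-dissolved test compounds | incubation = 30 min at room temperature | benchmarks = DMSO wells, no-enzyme wells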
mIAP block – mouse IAP inhibition; AID 2806; purified mouse IAP, CDP-Star luminescence, 30 min; inhibition, % at 10 µM; 0.2% of 330,000 active;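 active = inhibition of at least 40% at 10 µM in the primary screen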;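 also: plate controls were DMSO with enzyme for no effect and no enzyme wells for full effect; values of inactives mirror those of a sister screen read the other way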
NR3A LBD binder – modulators (binders) of human NR3A ligand-binding domain. NR3A LBD differential scanning fluorimetry, Tm shift; 0% = protein alone, 100% = glycine-bound protein. 2.5% of 340,000 active. Tm shift relative to glycine control, % at 25 µM;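 active = melting temperature shift of at least 10% of the positive control shift, at one fixed dose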
hIAP activ – human IAP activation; P09923; purified human IAP, CDP-Star luminescence, 30 min; hits give high values; 1 = vehicle-only enzyme, 0 = enzyme-free background; activation factor at 10 µM; 0.16% of 330,000 active; AID 2524;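 active = activation factor of the enzyme at least 2-fold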; also: the source names both 10 and 20 µM as test concentration; values of inactives mirror those of a sister screen read the other way
Target sequence (P09923 whole entry, looked up): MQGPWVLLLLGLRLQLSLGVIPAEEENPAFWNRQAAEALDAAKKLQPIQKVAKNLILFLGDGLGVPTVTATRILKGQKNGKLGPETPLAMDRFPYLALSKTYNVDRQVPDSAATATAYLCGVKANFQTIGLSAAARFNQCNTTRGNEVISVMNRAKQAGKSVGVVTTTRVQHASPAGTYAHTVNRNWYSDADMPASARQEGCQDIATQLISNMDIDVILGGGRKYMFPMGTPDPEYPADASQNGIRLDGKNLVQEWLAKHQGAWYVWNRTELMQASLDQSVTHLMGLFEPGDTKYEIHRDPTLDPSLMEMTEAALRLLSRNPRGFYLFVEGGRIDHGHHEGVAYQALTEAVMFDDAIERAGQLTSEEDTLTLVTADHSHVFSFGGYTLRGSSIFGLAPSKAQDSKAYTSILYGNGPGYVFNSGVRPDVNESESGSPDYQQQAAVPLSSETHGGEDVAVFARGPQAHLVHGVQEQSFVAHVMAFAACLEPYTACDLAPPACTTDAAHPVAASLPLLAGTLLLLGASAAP
hIAP block – human IAP inhibition; P09923; purified IAP, CDP-Star luminescence, 30 min; inhibition, % at 10 µM; 0.12% of 330,000 active; AID 2544;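 active = inhibition reaching a set limit with compound at 10 µM in the primary screen, cut at about 35% in these data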;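 also: plate controls were DMSO wells with enzyme for no effect and no-enzyme buffer wells for full effect; values of inactives mirror those of a sister screen read the other way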
APOBEC3A inh – human APOBEC3A DNA deaminase inhibition; 0.41% of 330,000 active; inhibition, % at 20 µM; P31941; recombinant A3A, FAM/TAMRA ssDNA deamination fluorescence;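 active = at least 40% inhibition at 20 µM here, with at most 30% in a related deaminase screen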;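 also: plate controls were A3A with DMSO for no effect and wells lacking A3A enzyme for full effect; some results filed as inactive read as strong as hits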
A3G deaminase – inhibitors of human APOBEC3G DNA deaminase | inhibition, % at 20 µM | 0.28% of 330,000 active | recombinant A3G, ssDNA deamination FAM/TAMRA fluorescence;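 active = inhibition of at least 40% at 20 µM, with no more than 30% in the related APOBEC3A deaminase screen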;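 also: plate controls were DMSO wells with A3G for no effect and wells lacking A3G enzyme for full effect; some compounds called inactive have numbers as strong as hits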
Target sequence (Q9HC16 whole entry, looked up): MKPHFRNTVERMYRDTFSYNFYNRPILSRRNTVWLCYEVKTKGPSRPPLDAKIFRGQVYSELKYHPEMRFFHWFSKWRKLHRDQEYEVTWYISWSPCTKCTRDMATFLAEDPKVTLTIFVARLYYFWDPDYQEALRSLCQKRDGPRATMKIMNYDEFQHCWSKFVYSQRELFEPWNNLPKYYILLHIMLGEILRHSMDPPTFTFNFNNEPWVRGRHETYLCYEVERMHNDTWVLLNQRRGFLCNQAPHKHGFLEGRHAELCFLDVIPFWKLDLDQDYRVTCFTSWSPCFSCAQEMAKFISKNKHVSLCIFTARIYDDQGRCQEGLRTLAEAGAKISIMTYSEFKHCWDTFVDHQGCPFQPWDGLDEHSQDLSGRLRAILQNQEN
Starred values were filed as active, the others as inactive.

COC(=O)C1=C(C)N(Cc2ccco2)C(=O)N[C@@H]1c1ccco1 was read as beta cell repl -7, MPTP inh -1.9, mIAP activ 0.98, mIAP block 2, NR3A LBD binder 2, hIAP activ 0.92, hIAP block 8, APOBEC3A inh -2 and A3G deaminase -7.
`COc1cc(C2/C(=C(\O)c3ccc4c(c3)CC(C)O4)C(=O)C(=O)N2CCN2CCOCC2)cc(OC)c1OC` (stereo unspecified) gave beta cell repl 1, MPTP inh -0.3, mIAP activ 0.91, mIAP block 9, NR3A LBD binder 2, hIAP activ 1, hIAP block -1, APOBEC3A inh -6 and A3G deaminase -10.
For COc1ccc(C(=O)Nc2ccc(N3CCN(C(=O)C(C)C)CC3)cc2)cc1[N+](=O)[O-] the results were beta cell repl 2, MPTP inh -0.1, mIAP activ 0.97, mIAP block 3, NR3A LBD binder -5, hIAP activ 0.91, hIAP block 9, APOBEC3A inh -1 and A3G deaminase -4.
Cc1ccc(Cn2ccc(NC(=O)c3noc4c3CCCCC4)n2)cc1 was read as beta cell repl -3, MPTP inh -0.1, mIAP activ 0.89, mIAP block 11, NR3A LBD binder 2, hIAP activ 0.97, hIAP block 3, APOBEC3A inh 3 and A3G deaminase -2.
For O=C(OCC(=O)C12CC3CC(CC(C3)C1)C2)c1cccnc1 the results were beta cell repl -1, MPTP inh -0.1, mIAP activ 0.87, mIAP block 13, NR3A LBD binder 2, hIAP activ 0.83, hIAP block 17, APOBEC3A inh 3 and A3G deaminase -5.
`CC1(C)CC(=O)c2sc(NS(=O)(=O)c3cc(Cl)ccc3Cl)nc2C1` gave beta cell repl 0, MPTP inh 0.6, mIAP activ 0.93, mIAP block 7, NR3A LBD binder -5, hIAP activ 0.97, hIAP block 3, APOBEC3A inh -1 and A3G deaminase -5.
For C=CCc1ccccc1OCC(O)CN1CCN(CCN2C(=O)c3cccc4cccc(c34)C2=O)CC1 (stereo unspecified) the results were beta cell repl -3, MPTP inh 1.0, mIAP activ 0.87, mIAP block 13, NR3A LBD binder -11, hIAP activ 1.1, hIAP block -6, APOBEC3A inh 7 and A3G deaminase 1.
Screening CCCCC(=O)Nc1ccc(C(=O)NCc2ccncc2)cc1 returned beta cell repl 0, MPTP inh -0.5, mIAP activ 0.92, mIAP block 8, NR3A LBD binder 0, hIAP activ 0.96, hIAP block 4, APOBEC3A inh -1 and A3G deaminase -2.
Screening COCCOC1CCN(C(=O)C2CCC(=O)N(Cc3cccc(F)c3)C2)CC1 (stereo unspecified) returned beta cell repl 0, MPTP inh 0.1, mIAP activ 0.94, mIAP block 6, NR3A LBD binder 0, hIAP activ 1, hIAP block -4, APOBEC3A inh -3 and A3G deaminase -3.
Screening CCC(=O)Nc1nc(C)cc(SCC(=O)OC)n1 returned beta cell repl -3, MPTP inh 1.0, mIAP activ 0.93, mIAP block 7, NR3A LBD binder -6, hIAP activ 0.94, hIAP block 6, APOBEC3A inh 24 and A3G deaminase 0.

The final 5 entries of the part before come first, to join the parts.
`CC1(C)CC(=O)c2sc(NS(=O)(=O)c3cc(Cl)ccc3Cl)nc2C1` gave beta cell repl 0, MPTP inh 0.6, mIAP activ 0.93, mIAP block 7, NR3A LBD binder -5, hIAP activ 0.97, hIAP block 3, APOBEC3A inh -1 and A3G deaminase -5.
For C=CCc1ccccc1OCC(O)CN1CCN(CCN2C(=O)c3cccc4cccc(c34)C2=O)CC1 (stereo unspecified) the results were beta cell repl -3, MPTP inh 1.0, mIAP activ 0.87, mIAP block 13, NR3A LBD binder -11, hIAP activ 1.1, hIAP block -6, APOBEC3A inh 7 and A3G deaminase 1.
Screening CCCCC(=O)Nc1ccc(C(=O)NCc2ccncc2)cc1 returned beta cell repl 0, MPTP inh -0.5, mIAP activ 0.92, mIAP block 8, NR3A LBD binder 0, hIAP activ 0.96, hIAP block 4, APOBEC3A inh -1 and A3G deaminase -2.
Screening COCCOC1CCN(C(=O)C2CCC(=O)N(Cc3cccc(F)c3)C2)CC1 (stereo unspecified) returned beta cell repl 0, MPTP inh 0.1, mIAP activ 0.94, mIAP block 6, NR3A LBD binder 0, hIAP activ 1, hIAP block -4, APOBEC3A inh -3 and A3G deaminase -3.
Screening CCC(=O)Nc1nc(C)cc(SCC(=O)OC)n1 returned beta cell repl -3, MPTP inh 1.0, mIAP activ 0.93, mIAP block 7, NR3A LBD binder -6, hIAP activ 0.94, hIAP block 6, APOBEC3A inh 24 and A3G deaminase 0.
Screening O=C(CCn1cccn1)Nc1ccc2c(c1)OCO2 returned beta cell repl -6, MPTP inh 0.3, mIAP activ 1, mIAP block 0, NR3A LBD binder 1, hIAP activ 0.88, hIAP block 12, APOBEC3A inh 4 and A3G deaminase 23.
Cc1ccccc1CN1CCN(C(=O)c2cccc3ccccc23)CC1 was read as beta cell repl 2, MPTP inh -1.1, mIAP activ 0.97, mIAP block 3, NR3A LBD binder -3, hIAP activ 0.74, hIAP block 26, APOBEC3A inh -8 and A3G deaminase -7.
`CCOC(=O)N1CCN(C(=O)c2nn(-c3ccc(C)cc3)c(=O)c3c2c2ccccc2n3C)CC1` gave beta cell repl 0, MPTP inh 11, mIAP activ 0.97, mIAP block 2, NR3A LBD binder 2, hIAP activ 1.1, hIAP block -10, APOBEC3A inh -1 and A3G deaminase -3.
COc1ccccc1N1C(=NC(=O)COc2ccccc2)SC2CS(=O)(=O)CC21 (stereo unspecified) was read as beta cell repl 0, MPTP inh 2.3, mIAP activ 0.95, mIAP block 5, NR3A LBD binder -1, hIAP activ 1.1, hIAP block -9, APOBEC3A inh 23 and A3G deaminase -7.
Cc1cccc(N2CCN(S(=O)(=O)c3ccc4c(c3)CCCN4C(=O)C3CCC3)CC2C)c1 (stereo unspecified) was read as beta cell repl -2, MPTP inh -0.3, mIAP activ 0.94, mIAP block 6, NR3A LBD binder 1, hIAP activ 0.92, hIAP block 8, APOBEC3A inh -3 and A3G deaminase -3.
CCCS(=O)(=O)N1CCCC(C(=O)NCCN2CCCCC2C)C1 (stereo unspecified) was read as beta cell repl -6, MPTP inh -1.3, mIAP activ 1, mIAP block -3, NR3A LBD binder -1, hIAP activ 1.2, hIAP block -18, APOBEC3A inh 3 and A3G deaminase -3.
For CCOc1ccc(CCNC(=O)COC(=O)c2cccc(S(=O)(=O)N3CCCC3)c2)cc1OCC the results were beta cell repl -1, MPTP inh -2.5, mIAP activ 0.97, mIAP block 3, NR3A LBD binder 2, hIAP activ 0.97, hIAP block 2, APOBEC3A inh 2 and A3G deaminase -9.
Screening CC(NC(=O)Cc1ccc(F)cc1)c1ccc(F)cc1 (stereo unspecified) returned beta cell repl 6, MPTP inh 1.8, mIAP activ 0.99, mIAP block 0, NR3A LBD binder 0, hIAP activ 1.2, hIAP block -19, APOBEC3A inh 6 and A3G deaminase -5.
CC1CC(NC(=O)c2cnc3n(c2=O)CCS3)CC(C)(C)C1 (stereo unspecified) was read as beta cell repl -2, MPTP inh 0.6, mIAP activ 1.2, mIAP block -18, NR3A LBD binder -1, hIAP activ 0.98, hIAP block 2, APOBEC3A inh -2 and A3G deaminase -11.
`Cc1ccc(NC(=O)CN2CCN(Cc3ccccc3)CC2)cc1` gave beta cell repl -4, MPTP inh 1.3, mIAP activ 0.99, mIAP block 1, NR3A LBD binder -1, hIAP activ 1.1, hIAP block -7, APOBEC3A inh -3 and A3G deaminase -7.
For NC(=O)[C@H]1CC2(CC(c3cccc(NC(=O)COc4ccc(Cl)cc4)c3)=NO2)CN1C(=O)c1ccc(Cl)cc1 (stereo partly specified) the results were beta cell repl -8, MPTP inh 1.6, mIAP activ 1, mIAP block -4, NR3A LBD binder 5, hIAP activ 0.86, hIAP block 14, APOBEC3A inh -2 and A3G deaminase -2.
NS(=O)(=O)c1cccnc1Nc1cccc(C(F)(F)F)c1 was read as beta cell repl 1, MPTP inh 0.3, mIAP activ 0.95, mIAP block 5, NR3A LBD binder -8, hIAP activ 0.94, hIAP block 6, APOBEC3A inh -1 and A3G deaminase -9.
COc1ccc(OCCSc2n[nH]c(N)n2)cc1 was read as beta cell repl -2, MPTP inh -1.2, mIAP activ 0.98, mIAP block 2, NR3A LBD binder 0, hIAP activ 0.94, hIAP block 6, APOBEC3A inh 4 and A3G deaminase -3.
`CCOC(=O)CC(=O)CSC1=C(C#N)C(c2ccccc2OC)CC(=O)N1` (stereo unspecified) gave beta cell repl -1, MPTP inh -0.5, mIAP activ 0.9, mIAP block 10, NR3A LBD binder 3, hIAP activ 1.2, hIAP block -17, APOBEC3A inh 0 and A3G deaminase -5.
CCn1c(C)nc2cc(C(=O)N3N=C(CCOC)CC3(O)C(F)(F)F)ccc21 (stereo unspecified) was read as beta cell repl -3, MPTP inh -0.5, mIAP activ 0.94, mIAP block 6, NR3A LBD binder -1, hIAP activ 0.95, hIAP block 5, APOBEC3A inh -1 and A3G deaminase -5.
For COc1cc(OC)cc(C(=O)Nc2nc(CC(=O)NC(C)c3ccccc3)cs2)c1 (stereo unspecified) the results were beta cell repl 2, MPTP inh 0.0, mIAP activ 1.1, mIAP block -6, NR3A LBD binder 0, hIAP activ 0.94, hIAP block 6, APOBEC3A inh -1 and A3G deaminase -14.
`O=C(COc1ccc2ccccc2c1)N1CCN(c2ccccc2)CC1` gave beta cell repl -2, MPTP inh 1.5, mIAP activ 0.93, mIAP block 7, NR3A LBD binder -33, hIAP activ 0.91, hIAP block 9, APOBEC3A inh 1 and A3G deaminase -2.
Screening CC1(C)CC(NC(=O)C23CCC(C)(C(=O)C2=O)C3(C)C)CC(C)(C)N1 (stereo unspecified) returned beta cell repl -1, MPTP inh -1.1, mIAP activ 1, mIAP block -3, NR3A LBD binder -1, hIAP activ 0.84, hIAP block 16, APOBEC3A inh 6 and A3G deaminase 0.
Screening O=C1c2ccccc2C(=O)N1CC1c2ccccc2CCN1S(=O)(=O)c1cnc[nH]1 (stereo unspecified) returned beta cell repl -3, MPTP inh -0.5, mIAP activ 0.94, mIAP block 6, NR3A LBD binder 1, hIAP activ 1, hIAP block 0, APOBEC3A inh -1 and A3G deaminase -2.
`COc1ccc(CCN2C(=O)CC(Sc3ncccc3C(=O)O)C2=O)cc1OC` (stereo unspecified) gave beta cell repl -3, MPTP inh 0.6, mIAP activ 0.99, mIAP block 0, NR3A LBD binder -2, hIAP activ 1, hIAP block -3, APOBEC3A inh 98* and A3G deaminase -4.
`COc1cc(NC(=O)c2cc(-c3ccc4c(c3)OCO4)on2)cc(OC)c1OC` gave beta cell repl -3, MPTP inh -1.2, mIAP activ 0.93, mIAP block 7, NR3A LBD binder 0, hIAP activ 1, hIAP block -3, APOBEC3A inh -1 and A3G deaminase -6.
Cc1c(Cl)cccc1N(Cc1ccc(C(=O)O)cc1)S(=O)(=O)c1ccccc1 was read as beta cell repl 1, MPTP inh -0.8, mIAP activ 0.9, mIAP block 10, NR3A LBD binder 13*, hIAP activ 1, hIAP block 0, APOBEC3A inh -1 and A3G deaminase -6.
For C#CCOCCOCCOCCNc1nc(N2CCOCC2)nc(N2CCN(C(=O)[C@H](CC(N)=O)n3cc([C@@H](N)C(C)C)nn3)CC2)n1 the results were beta cell repl -3, MPTP inh -0.9, mIAP activ 0.99, mIAP block 1, NR3A LBD binder 2, hIAP activ 0.98, hIAP block 2, APOBEC3A inh -2 and A3G deaminase -5.

High-throughput results deposited in PubChem by Sanford-Burnham Center for Chemical Genomics.

Rows are unselected; any-hit rate near 5%.
